hcGAS inh = Primary biochemical luminescence assay for human cyclic GMP-AMP synthase inhibitors; Q8N884; recombinant h-cGAS, ATP depletion, Kinase-Glo luminescence; inhibition, % at 12.5 µM; 290,000 compounds, 0.081% hits;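 further: 0% = vehicle reaction and 100% = reaction without DNA for no activity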
Target sequence (Q8N884 whole entry, looked up): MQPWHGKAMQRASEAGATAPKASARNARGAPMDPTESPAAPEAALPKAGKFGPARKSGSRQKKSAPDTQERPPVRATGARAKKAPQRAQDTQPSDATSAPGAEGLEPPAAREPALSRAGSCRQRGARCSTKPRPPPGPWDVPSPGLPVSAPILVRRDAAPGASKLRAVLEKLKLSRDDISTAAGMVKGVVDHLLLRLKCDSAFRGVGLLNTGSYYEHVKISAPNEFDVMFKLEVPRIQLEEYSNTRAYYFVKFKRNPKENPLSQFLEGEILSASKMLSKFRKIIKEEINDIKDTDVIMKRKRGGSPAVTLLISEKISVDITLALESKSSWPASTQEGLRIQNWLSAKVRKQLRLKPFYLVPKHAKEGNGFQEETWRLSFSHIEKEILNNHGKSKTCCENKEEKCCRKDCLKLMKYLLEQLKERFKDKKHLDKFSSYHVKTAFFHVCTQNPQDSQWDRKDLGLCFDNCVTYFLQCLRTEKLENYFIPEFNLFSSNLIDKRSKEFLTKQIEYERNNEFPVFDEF
mcGAS lum = cyclic GMP-AMP synthase inhibitors, mouse, primary biochemical chemiluminescence; inhibition, % at 12.5 µM; AID 1259399, 2018; Q8C6L5; recombinant cGAS, Kinase-Glo ATP depletion luminescence; 160,000 compounds, 0.15% hits;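 further: 0% = negative control wells and 100% = reference inhibitor with no enzyme activity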
NPYLR7 agonist = agonists of mosquito NPYLR7 receptor, primary screen, cell-based, Aedes aegypti, calcium fluorescence, mosquito biting behavior. HEK293T NPYLR7/Galpha15, GCaMP6s calcium fluorescence. activation, % at 10 µM. 270,000 compounds, 0.15% hits. AID 1259423, 2018; in the data active means activation above about 40%;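 further: 0% = vehicle and 100% = reference agonist at the receptor; some compounds past the cut are filed as inactive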
Numbers without * were called inactive; . = not tested or not shown; & = joins results of further samples. Unless noted, no stated cut-off is given here; in the data, active means inhibition above about 40%; inactive means the rest.

SMILES	hcGAS inh	mcGAS lum	NPYLR7 agonist
Cc1cc(C)c(NC(=O)CN(C)C(=O)Nc2ccc(OCC(F)(F)F)nc2)c(C)c1	-7	.	1
CC(C)c1ccc(C2CC(c3ccccc3)=Nc3ncnn32)cc1 (stereo not given)	-6	-5	4
O=C(NCCCN1CCOCC1)c1cc2n(n1)CCN(Cc1ccc(Cl)c(Cl)c1)C2=O	-2	-6	21
COC(=O)c1cn(C(=O)COc2cc(C)cc(C)c2)c2ccccc12	-4	.	0
CC(SCc1ccccc1)C(=O)NN=C1CCN(C)CC1 (stereo not given)	-3	.	-9
CCCc1nn(C)c(CCC)c1C(=O)NCc1cccnc1	-5	-3	15
CCOC(=O)C(c1cccc(OC)c1)C1C=CC(NC(=O)c2ccc(C(F)(F)F)c(F)c2)C1 (stereo not given)	-5	-5	6
CCCOc1nc(-c2cccc(OC)c2)n(-c2ccc(NC(=O)c3ccco3)cc2)n1	-3	-3	17
CCC(CO)N=Cc1cccc(O)c1 (stereo not given)	4	-3	-10
CCOc1ccc(C(=O)n2nc(C)c(Sc3ccccc3)c2C)cc1	-2	-2	-6

Next section (two carried over from the part before).
SMILES	hcGAS inh	mcGAS lum	NPYLR7 agonist
CCC(CO)N=Cc1cccc(O)c1 (stereo not given)	4	-3	-10
CCOc1ccc(C(=O)n2nc(C)c(Sc3ccccc3)c2C)cc1	-2	-2	-6
C=CCOn1c(=O)c(-c2cccc([N+](=O)[O-])c2)[n+]([O-])c2ccccc21	7	.	-11
COc1ccc(CSCc2csc(-c3ccc(Cl)cc3)n2)cc1	-3	-4	-4
COc1ccc(C(=O)Nc2c(C)nc3ccccn3c2=O)cc1OC	-14	.	4
CC1ON=C(c2ccccc2F)N(Cc2ccccc2)C1=O (stereo not given)	1	.	0
COc1ccc(C)cc1N1CCN(C(=O)NC(C)(C)C)C(C)C1=O (stereo not given)	-3	-6	0
C=C(C)CSc1nnc(NC(=O)Cc2ccccc2)s1	-5	-6	-4
CCC1CN(CC(=O)Nc2nc(C)c(C)s2)CCN1CCOC (stereo not given)	-8	.	-1
COc1ccccc1-c1c(C)nn2c(NC(C)c3ccccc3)cc(C)nc12 (stereo not given)	6	-2	1
COc1cccc(OCc2ccccc2)c1C(=O)Nc1ccccc1Nc1ccccc1	-11	-5	-8
CSc1ccccc1C(=O)NCc1cc(-c2ccc3c(c2)CC(C)O3)on1 (stereo not given)	-1	.	-1
CCc1cc(-c2cc(F)c3c(c2)CC(CN)O3)nc(N2CCOCC2)n1 (stereo not given)	-8	.	4
COCCN(Cc1ccc(F)cc1)CC(O)COc1ccccc1 (stereo not given)	-8	-7	18
CN(Cc1ccccc1)c1cc(-c2ccccc2)nc(SCc2ccc(C(=O)N3CCCC3)o2)n1	-4	-4	-1
COc1ccc(C(=O)N(Cc2ccccc2)C2CCC(NC(=O)C3CCN(C(=O)COc4ccccc4)CC3)CC2)cc1 (stereo not given)	-8	-9	14
COc1ccc(NC(=O)CSc2nc(N)c(NC(=O)c3ccc(Cl)cc3)c(=O)[nH]2)cc1	4	-7	-6
COc1ccccc1NC(=O)N(Cc1cccc(OS(=O)(=O)c2ccc(F)cc2)c1)C1CC1	-13	-6	4
Cc1cc(NS(=O)(=O)Cc2cccc(C(F)(F)F)c2)n(C)n1	-2	.	1
CCCc1nn(-c2ccccc2Cl)c(C)c1C(=O)NC1CC1	2	0	-6
FC(F)(F)c1cc(NCC2CC2)c2ccccc2n1	-10	-7	0
O=C(NCCC(=O)N1CCN(S(=O)(=O)c2ccccc2)CC1)c1ccccc1	-5	.	1
Cc1occc1CNC(=O)C(c1ccccc1)N1CCCCC1=O (stereo not given)	-6	.	-2
CCOC(=O)c1ccc(NC(=O)c2cccc(S(=O)(=O)N(CC)CC)c2)cc1	0	-2	0
Cn1cnc2nc(N3CCCCC3)[nH]c(=O)c21	5	.	-3
CN(CC(=O)Nc1sccc1C#N)Cc1ccc(Br)s1	-12	.	13
Cc1ncccc1OC1(C(=O)NCCNc2ccccc2)CCNCC1	-4	.	5
O=S(=O)(CCNCc1c(F)cccc1F)N1CCOCC1	4	.	1
CCOC(=O)C1(CCc2ccccc2)CCN(C(=O)c2cc[n+]([O-])cc2)CC1	-10	.	5
COc1ccc(C(=O)NC2CCC(NC(=O)[C@H]3CCCN3C(=O)c3ccc(OC)cc3OC)CC2)cc1 (stereo not given in full)	-2	-4	0
CC1CC(N(C)C(=O)COc2ccc3cc(Br)ccc3c2)CCN1C (stereo not given)	0	1	0
CCN=C1SC(CC(=O)Nc2ccccc2C#N)C(=O)N1CC (stereo not given)	-11	-4	-1

21 of these compounds, reformatted.
| Molecule | hcGAS inh | mcGAS lum | NPYLR7 agonist |
| --- | --- | --- | --- |
| CSc1ccccc1C(=O)NCc1cc(-c2ccc3c(c2)CC(C)O3)on1 (stereo not given) | -1 | . | -1 |
| CCc1cc(-c2cc(F)c3c(c2)CC(CN)O3)nc(N2CCOCC2)n1 (stereo not given) | -8 | . | 4 |
| COCCN(Cc1ccc(F)cc1)CC(O)COc1ccccc1 (stereo not given) | -8 | -7 | 18 |
| CN(Cc1ccccc1)c1cc(-c2ccccc2)nc(SCc2ccc(C(=O)N3CCCC3)o2)n1 | -4 | -4 | -1 |
| COc1ccc(C(=O)N(Cc2ccccc2)C2CCC(NC(=O)C3CCN(C(=O)COc4ccccc4)CC3)CC2)cc1 (stereo not given) | -8 | -9 | 14 |
| COc1ccc(NC(=O)CSc2nc(N)c(NC(=O)c3ccc(Cl)cc3)c(=O)[nH]2)cc1 | 4 | -7 | -6 |
| COc1ccccc1NC(=O)N(Cc1cccc(OS(=O)(=O)c2ccc(F)cc2)c1)C1CC1 | -13 | -6 | 4 |
| Cc1cc(NS(=O)(=O)Cc2cccc(C(F)(F)F)c2)n(C)n1 | -2 | . | 1 |
| CCCc1nn(-c2ccccc2Cl)c(C)c1C(=O)NC1CC1 | 2 | 0 | -6 |
| FC(F)(F)c1cc(NCC2CC2)c2ccccc2n1 | -10 | -7 | 0 |
| O=C(NCCC(=O)N1CCN(S(=O)(=O)c2ccccc2)CC1)c1ccccc1 | -5 | . | 1 |
| Cc1occc1CNC(=O)C(c1ccccc1)N1CCCCC1=O (stereo not given) | -6 | . | -2 |
| CCOC(=O)c1ccc(NC(=O)c2cccc(S(=O)(=O)N(CC)CC)c2)cc1 | 0 | -2 | 0 |
| Cn1cnc2nc(N3CCCCC3)[nH]c(=O)c21 | 5 | . | -3 |
| CN(CC(=O)Nc1sccc1C#N)Cc1ccc(Br)s1 | -12 | . | 13 |
| Cc1ncccc1OC1(C(=O)NCCNc2ccccc2)CCNCC1 | -4 | . | 5 |
| O=S(=O)(CCNCc1c(F)cccc1F)N1CCOCC1 | 4 | . | 1 |
| CCOC(=O)C1(CCc2ccccc2)CCN(C(=O)c2cc[n+]([O-])cc2)CC1 | -10 | . | 5 |
| COc1ccc(C(=O)NC2CCC(NC(=O)[C@H]3CCCN3C(=O)c3ccc(OC)cc3OC)CC2)cc1 (stereo not given in full) | -2 | -4 | 0 |
| CC1CC(N(C)C(=O)COc2ccc3cc(Br)ccc3c2)CCN1C (stereo not given) | 0 | 1 | 0 |
| CCN=C1SC(CC(=O)Nc2ccccc2C#N)C(=O)N1CC (stereo not given) | -11 | -4 | -1 |

(list continues)
SMILES	hcGAS inh	mcGAS lum	NPYLR7 agonist
COCc1c(Br)c(C)nc(OCC(=O)N/N=C\c2ccc(O)cc2)c1C#N	5	2	-11
O=C(CSc1nn2cnnc2s1)N(C1CCCCC1)C1CCCCC1	3	.	0
CC(NC(=O)OCc1ccccc1)C(=O)NC1CCN(CC(=O)Nc2ccccc2)CC1 (stereo not given)	-12	-8	13
Cc1ccc(C(=O)NCCSc2ncc(-c3ccccc3)[nH]2)cc1	0	0	1
O=C(CCn1ccc(=O)[nH]c1=O)NCc1cc(-c2ccco2)on1	-5	.	-3
CC(=O)N1CCC(C(=O)N2CC(N(CC(C)C)C3CCN(C)CC3)C2)CC1	-6	-6	.
CC1CCCC(NC(=O)c2cc(S(=O)(=O)N3CCCC3)c[nH]2)C1C (stereo not given)	-5	-4	.
CCc1ccc(C(=O)N(CC(=O)N(CCc2ccccc2)Cc2ccco2)C(C)C)cc1	-2	-3	-7
CC(NC(=O)CSc1nnc(NC2CCCCC2)s1)c1ccco1 (stereo not given)	0	.	12
c1cc(NC2CCCCCC2)c2cccnc2c1	-5	-14	1
Cc1cccc(OCc2nc(CN(CCN(C)C)C(=O)C3CCCC3)cs2)c1	-4	-5	14
O=C(NS(=O)(=O)c1ccccc1)N1CCC2(CCNCC2)C1	-7	.	1
Cc1c(Cl)cccc1N1CCN(C(=O)COc2ccc(Cl)cc2)C(C)C1=O (stereo not given)	0	1	-1
CN1CC2(CCCN(C(=O)C3(c4ccc(F)cc4)CC3)C2)OC1=O (stereo not given)	-4	.	3
CCOC(=O)C1(Cc2ccccc2C(F)(F)F)CCN(C(=O)c2cc(C(C)=O)n[nH]2)CC1	-7	.	19
COc1ccc(CCN(C)S(=O)(=O)c2ccc(OC)c(N3CCN(C(=O)c4cc(C)oc4C)CC3)c2)cc1OC	3	-7	17
CCCC(O)CN(Cc1c(-c2ccccc2)nn(C)c1Oc1ccc(Cl)cc1)C1CC1 (stereo not given)	-1	-4	6
COc1ccc(C2CC(=O)C3C(=Nc4ccccc4NC3c3cccs3)C2)cc1 (stereo not given)	-6	-5	0
CC1CCC(NC(=O)CCn2cnc3ccccc3c2=O)CC1 (stereo not given)	-7	-6	-2
Cc1ccccc1N1C(=O)CN(Cc2c(C)n(C)n(-c3ccccc3)c2=O)CC1C (stereo not given)	-1	-1	0
O=C1c2cccc3cccc(c23)C(=O)N1CCCl	-1	-1	2
COC(=O)c1ccc2c(=O)n(Cc3ccc(C(=O)NCCCN4CCOCC4)cc3)c(=S)[nH]c2c1	-7	-7	1
N#Cc1cc2c(cc1C#N)N1CCCc3cccc(c31)O2	-8	.	8
Cc1oc(-c2ccc(-c3ccccc3)cc2)nc1CN1CCCN(C(=O)c2ccco2)CC1	-3	-17	8
CCC1c2cccn2CCN1C(=O)CC(=O)Nc1cc(C)cc(C)c1 (stereo not given)	-5	.	19
O=C(Nc1ccc(F)c(Cl)c1)N1CCSC1c1ccc(F)cc1 (stereo not given)	-8	-5	-4
O=C(CCc1nnc(-c2ccc(-c3ccccc3)cc2)o1)NC[C@@H]1CCCN2CCCC[C@H]12	-5	-5	1
Cc1cc(C)cc(CC(=O)N2CCC2(C)C(=O)NS(=O)(=O)Cc2ccccc2)c1 (stereo not given)	-11	.	1
CCc1nc(C)cc(-c2c(Cl)cccc2OC)n1	-6	-9	-5
O=S(=O)(c1ccccc1)N1CC2ON=C(c3cccnc3)C2C1 (stereo not given)	-3	.	-1
O=C(CCN1CCCCCC1=O)NC1CCCN(Cc2ccccn2)C1 (stereo not given)	-8	.	3
CCCCOC(=O)C1CSC(CC(C)C)N1C(=O)COc1ccc(Cl)cc1 (stereo not given)	-6	.	27
CCN(CC1CCCCO1)C(=O)c1cccc(-n2cnnc2)c1 (stereo not given)	-3	3	-4
COCCCN(CC(=O)N(Cc1cccn1Cc1ccccc1)C1CCCCC1)C(=O)c1ccc(F)cc1	3	1	2
CC(=O)N1CCCN(C(=O)C(Sc2ccccc2)C(C)C)CC1 (stereo not given)	1	.	1
Cc1ccc([N+](=O)[O-])cc1NCC(=O)N1CCN(S(=O)(=O)c2ccc3c(c2)CCC3)CC1	-1	-7	4
Cc1ccc(-c2nc(COC(=O)c3nnn(-c4ccc(C)cc4)c3C)c(C)o2)cc1	-1	-6	12
CCCc1noc(CCC(=O)N2CCN(S(=O)(=O)c3cccc(Br)c3)CC2)n1	-4	.	1
CCOC(=O)C1CCN(C(c2cccc(C)c2)C2Sc3nc(CC)nn3C2=O)CC1 (stereo not given)	-9	-8	0
CC(C)N1CCN(Cc2ccon2)CC1CCO (stereo not given)	-1	-3	-6
NS(=O)(=O)c1ccc(Cn2cnnc2)cc1	-3	.	11
O=S(=O)(c1cccc(F)c1)N1CCN(c2nc3nccc(-c4ccc(Cl)c(Cl)c4)n3n2)CC1	-3	-5	4
CCc1nc2ccccc2n1CCC(=O)O	0&2	-1&-1	-7&-1
O=C1CN(C(=O)c2cccc(Oc3cccc(C(F)(F)F)c3)c2)CCN1	-10	-8	8
COc1ccc(N2CCCCn3c2nc2c3c(=O)[nH]c(=O)n2C)cc1	-9	.	17
CCc1ccc(C2c3cccn3CCCN2Cc2cc(Cl)ccc2O)cc1 (stereo not given)	-5	-5	3
Cc1nonc1C(=O)N1CCC(N2CCCC(C(=O)N3CCCC3)C2)CC1 (stereo not given)	-7	-12	1
Cc1ccc(C2c3ccsc3CCN2C(=O)c2ccc(Br)cc2)cc1 (stereo not given)	-4	-4	5
O=C(NCC1CCN(Cc2ccccc2F)C1)c1cc(Cl)no1 (stereo not given)	-6	-13	-6
CCN1CCN(Cn2c(=S)oc3ccccc32)CC1	-6	.	-3

Further records
SMILES	hcGAS inh	mcGAS lum	NPYLR7 agonist
Nc1nc(N)nc(CSc2nnc(-c3cccs3)n2C2CC2)n1	1	.	0
CC(c1cccs1)N(C)Cc1ccc(C#CC(C)(C)O)s1 (stereo not given)	5	.	-4
NC(=O)c1cccc(NC(=O)c2ccc(Cl)c(Cl)c2)c1	-8	.	7
COC(=O)Nc1ccccc1OCc1nccn1CC(F)(F)F	-6	.	4
Cc1ccc(NC(=O)Cn2nc3ccc(SC(C)C)nn3c2=O)c(C)c1	-9	-9	.
COc1ccc(C2NC(C(=O)O)Cc3c2[nH]c2ccccc32)c(OC)c1OC (stereo not given)	-7	-5	3
